TDP-43 yeast inh = rescues yeast growth from TDP-43 toxicity | TDP-43 expressing yeast growth rescue, BacTiter-Glo, 24 h | Potency, µM (series often up to 46.1 µM), for the others: at the top dose growth rescue (activation), hits mostly activators | 410,000 compounds, 1.8% hits; also: potency is read from the fitted curve at half-maximal effect; % of control where 0% means no effect; nearly all actives have a fitted effect of over 50% in size
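Growth rescue of TDP-43-toxic yeast measured as ATP luminescence (BacTiter-Glo). Cells grown to mid-log in raffinose, induced in galactose at OD600=0.02, exposed to compound 24 hr at 30 deg C.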
PTHR1 agonist = PTHR1 (human) receptor agonism | 410,000 compounds, 0.075% hits | Potency, µM (doses to about 115 µM), for the others: at the top dose activation, hits mostly activators | HEK293 GP2 PTHR1 cells, GloSensor cAMP luminescence, 1 h; also: potency is read from the fitted curve at half-maximal effect; nearly all actives have a fitted effect of over 55% in size; some results filed as inactive show a strong effect at the top dose; inactives centre near -15; many of its hits are not listed in these tables
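HEK-293-derived GP2 cells expressing PTHR1 and a GloSensor cAMP reporter, 3,000/well, plated overnight, given luciferin plus IBMX (each 0.5 mM as added) for 1 h at 37 °C, then compound for 1 h at 37 °C. Luminescence was read after 15 min at room temperature.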
GLP1R ag = activates the human GLP-1 receptor; Potency, µM (top dose mostly 45.6 µM), for the others: at the highest dose activation, usual class: activators; 380,000 compounds, 0.007% hits; P43220; HEK293 GLP-1R CRE-luciferase, luminescence, 4-6 h; cells express a hypersensitive GLP-1R form; also: potency is read from the fitted curve at half-maximal effect; % of control where 0% means no effect
Target sequence (P43220 whole entry, looked up): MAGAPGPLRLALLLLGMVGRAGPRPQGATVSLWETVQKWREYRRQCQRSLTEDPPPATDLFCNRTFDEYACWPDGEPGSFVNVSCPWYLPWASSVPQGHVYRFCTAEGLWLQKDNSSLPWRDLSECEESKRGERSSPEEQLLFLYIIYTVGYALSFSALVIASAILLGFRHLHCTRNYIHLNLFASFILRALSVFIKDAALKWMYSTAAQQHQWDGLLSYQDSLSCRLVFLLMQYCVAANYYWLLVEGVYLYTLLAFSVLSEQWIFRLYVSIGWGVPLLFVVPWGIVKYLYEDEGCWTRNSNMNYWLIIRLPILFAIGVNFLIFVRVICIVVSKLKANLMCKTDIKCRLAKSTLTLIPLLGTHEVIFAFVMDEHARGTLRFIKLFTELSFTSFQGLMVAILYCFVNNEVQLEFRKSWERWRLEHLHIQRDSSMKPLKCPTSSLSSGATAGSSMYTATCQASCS
pAkt inh = Akt phosphorylation inhibition; Neuro2A IGF-stimulated pAkt S473 HTRF, 20 min; stronger effect = lower value; activity change, % for hits at 50 µM; 360,000 compounds, 0.32% hits; in the data active = activity change below about -80%; inconclusive = mostly about -51% to -80%; also: % is scaled to controls: 0 for no effect and ±100 for the full control effect
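Single-point screen (50 µM final compound) in Neuro2A cells stimulated 20 min with 6 nM IGF at 37 deg C. After lysis, Ser473-phosphorylated Akt read by HTRF (ex 330 nm, em 615/665 nm) as the 665/615 ratio.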
GLP-1R inv ag = GLP-1 receptor (human) inverse agonism | P43220 | HEK293 GLP-1R CRE-luciferase, luminescence, 24 h; GLP-1R form is constitutively active | Potency, µM (doses to about 38.3 µM), inactives show at the top dose activity change, negative = inhibition, usual class: inhibitors | 410,000 compounds, 1.6% hits | AID 624417; also: potency is read from the fitted curve at half-maximal effect; % is scaled to controls: 0 for no effect and ±100 for the full control effect; nearly all actives have a fitted effect of over 55% in size
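Using stably transfected HEK293 (constitutively active GLP-1R, cAMP-luciferase reporter), compounds were incubated 24 hr and luciferase measured by luminescence.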
FUS yeast rescue = suppressors of FUS proteinopathy in yeast; AID 1347120; Potency, µM (doses to about 76.6 µM), inactives show at the highest dose growth rescue (activation), usual class: activators; 390,000 compounds, 0.24% hits; S. cerevisiae FUS-expressing, growth rescue, OD600, 24 h;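 also: potency is read from the fitted curve at half-maximal effect; plate controls were DMSO vehicle for no effect and reference control for full effect; nearly all actives have a fitted effect of over 55% in size; some results filed as inactive show a strong effect at the top dose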
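Compound concentration series was pinned onto galactose-induced FUS-expressing yeast seeded at OD 0.005. Plates sat 24hr at 30C; absorbance at 600 nm gave growth. DMSO served as background control.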
Abeta yeast res = restores growth of yeast expressing A-beta42 peptide. 410,000 compounds, 0.063% hits. yeast expressing A-beta42, growth rescue, OD600, 48 h; response scale: 0% DMSO, 100% iron-clioquinol control. Potency, µM (top dose mostly 46.1 µM), for inactives: at the top dose growth rescue, hits mostly activators. AID 1347071; also: potency is read from the fitted curve at half-maximal effect; nearly all actives have a fitted effect of over 55% in size
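Yeast growth medium received pinned compounds, then yeast cells expressing toxic A-beta were added; plates incubated at 30 C for 48 hr. Growth read as absorbance at 600 nm, normalized to DMSO and equimolar FeCl3 plus clioquinol controls.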
aSyn yeast inh = alpha-synuclein toxicity inhibition in yeast; Yeast expressing alpha-synuclein, growth rescue, BacTiter-Glo, 24 h; Potency, µM (titrated, usually from 46.1 µM), inactives show at the top dose growth rescue (activation), usual class: activators; 370,000 compounds, 0.14% hits; AID 652106; also: potency is read from the fitted curve at half-maximal effect; % of control where 0% means no effect; nearly all actives have a fitted effect of over 65% in size
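Rescue of yeast growth: cells expressing toxic alpha-synuclein, induced in galactose at OD600 0.02, incubated with compound 24 h at 30 C. ATP luminescence quantified growth; inhibitors of toxicity appear as activators.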
DRD3 antagonist = D3 dopamine receptor (human) antagonism; D3R cells, DiscoveRx beta-arrestin luminescence, antagonist mode; stronger effect = lower value; 360,000 compounds, 2.5% hits; max response, negative = inhibition, %; in the data active = max response below about -50%; inconclusive = no clear call, values can overlap the other calls; also: % is scaled to controls: 0 for no effect and ±100 for the full control effect; mostly tested at two doses, the higher about 12 µM
Target sequence (P35462 whole entry, looked up): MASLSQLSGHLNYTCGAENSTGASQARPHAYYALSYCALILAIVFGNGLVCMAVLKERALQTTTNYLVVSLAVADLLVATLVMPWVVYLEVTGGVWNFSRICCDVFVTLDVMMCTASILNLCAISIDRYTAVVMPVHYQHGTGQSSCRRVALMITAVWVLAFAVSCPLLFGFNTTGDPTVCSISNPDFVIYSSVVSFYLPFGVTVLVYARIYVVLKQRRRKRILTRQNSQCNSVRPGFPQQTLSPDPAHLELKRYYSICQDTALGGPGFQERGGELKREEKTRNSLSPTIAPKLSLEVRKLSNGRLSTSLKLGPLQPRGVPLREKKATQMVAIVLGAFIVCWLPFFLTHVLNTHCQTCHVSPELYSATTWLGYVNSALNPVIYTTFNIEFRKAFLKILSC
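Cells plated overnight at 1500 cells/well, then exposed to library compounds with dopamine controls for 90 minutes at 37 degrees C. DiscoveRx reagent added for 30–60 minutes at room temperature; luminescence read, quantitative HTS format.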
* hit, by the source's call; [ ] = another dose, or the depositor's remark. Unless noted, calls follow the shape of the dose curve; as a rule, active = well fitted curve in the direction sought with a large enough effect; inconclusive = small, poorly fitted or top-dose-only effect, or another doubt; inactive = no such curve, though single readings can be large; an effect the other way counts as inactive or inconclusive. These rows are one share of the data. The share of hits here may be higher or lower than overall.

What do the screens show for `COC(=O)C1=C(c2ccc(Cl)c(C(F)(F)F)c2)C[C@@H]2CC[C@H]1N2C(=O)NCCOc1ccccc1Cl`?
TDP-43 yeast inh: inconclusive; PTHR1 agonist: -69.4%[inhibitor]; GLP1R ag: -0.9%; pAkt inh: inactive; GLP-1R inv ag: inconclusive; FUS yeast rescue: inconclusive; Abeta yeast res: -5.0%; aSyn yeast inh: 8.5%; DRD3 antagonist: inconclusive

Results for COc1cccc(C(=O)C2CCCN(Cc3cccc(C)n3)C2)c1 (centres undefined) ?
TDP-43 yeast inh: -0.2%; PTHR1 agonist: -21.7%; GLP1R ag: 4.0%; pAkt inh: inactive; GLP-1R inv ag: inconclusive; FUS yeast rescue: -26.6%; Abeta yeast res: -4.2%; aSyn yeast inh: -5.9%; DRD3 antagonist: 0.0

How did COc1ccc(-n2c(O)c(C(C)=NCc3ccco3)c(=O)[nH]c2=O)cc1 do in these assays?
TDP-43 yeast inh: 27.7%; PTHR1 agonist: inactive; GLP1R ag: 0.4%; pAkt inh: inactive; GLP-1R inv ag: 15.2%; Abeta yeast res: -0.5%; aSyn yeast inh: -6.7%; DRD3 antagonist: 8.9

What do the screens show for `COc1ccccc1-n1c(O)c(C=NCCN2CCNCC2)c(=O)[nH]c1=O`?
TDP-43 yeast inh: 7.0%; PTHR1 agonist: inactive; GLP1R ag: -4.7%; pAkt inh: inactive; GLP-1R inv ag: -6.7%; FUS yeast rescue: 10.7%; Abeta yeast res: 12.4%; aSyn yeast inh: 0.7%; DRD3 antagonist: -18.2

What do the screens show for `COc1cccc(C2=NOC(C(=O)N3CCC4(CC3)OCCO4)C2)c1` (centres undefined)?
TDP-43 yeast inh: -4.7%; PTHR1 agonist: inactive; GLP1R ag: 8.3%; pAkt inh: inactive; GLP-1R inv ag: 48.4%[activator]; FUS yeast rescue: -15.4%; Abeta yeast res: -3.0%; aSyn yeast inh: -3.7%; DRD3 antagonist: 22.1

What do the screens show for `O=C(NC1CONC1=O)OCC(Cl)(Cl)Cl` (centres undefined)?
TDP-43 yeast inh: -5.9%; PTHR1 agonist: -0.1%; GLP1R ag: -4.4%; pAkt inh: inactive; GLP-1R inv ag: 16.1%; FUS yeast rescue: -21.7%; Abeta yeast res: -18.5%; aSyn yeast inh: -4.7%; DRD3 antagonist: -0.1

What do the screens show for `CC(=O)OC1C(O)C2=C3C4(C)C1C(C)(C)C(=O)CC4C3(O)C(OC(C)=O)C1(CC1C)C2=O` (centres undefined)?
TDP-43 yeast inh: -10.5%; PTHR1 agonist: -93.0%[inhibitor]; GLP1R ag: -10.3%; pAkt inh: inactive; GLP-1R inv ag: -6.0%; FUS yeast rescue: -5.5%; Abeta yeast res: -11.7%; aSyn yeast inh: -6.3%; DRD3 antagonist: -16.4

Results for O=c1cccc2n1CC1CC2CN(C(c2cccc(F)c2)c2sc3ncnn3c2O)C1 (centres undefined) ?
TDP-43 yeast inh: 18.4%; PTHR1 agonist: inactive; GLP1R ag: -0.2%; pAkt inh: inactive; GLP-1R inv ag: 30.5%; FUS yeast rescue: -10.3%; Abeta yeast res: 3.5%; aSyn yeast inh: 1.1%; DRD3 antagonist: 20.9

How did Cc1cccc(CN2CCN(c3ccc(Cl)cc3)CC2)c1 do in these assays?
TDP-43 yeast inh: -8.8%; PTHR1 agonist: -44.0%[inhibitor]; GLP1R ag: -1.4%; pAkt inh: inactive; GLP-1R inv ag: inconclusive; FUS yeast rescue: -25.6%; Abeta yeast res: 4.7%; aSyn yeast inh: -4.7%; DRD3 antagonist: -94.6*

Results for CCC12CN3CCN(CC(C3)/C1=N/NC(=O)c1ccncc1)C2 ?
TDP-43 yeast inh: -22.7%; PTHR1 agonist: -4.9%; GLP1R ag: -0.2%; pAkt inh: inactive; GLP-1R inv ag: 10.4%; FUS yeast rescue: 1.9%; Abeta yeast res: 0.3%; aSyn yeast inh: 1.5%; DRD3 antagonist: -7.3

Results for CC1C(OC(=O)CCC(=O)NC(C)(C)CO)O[C@H]2OC3(C)CC[C@H]4[C@H](C)CCC1C24OO3 (some centres undefined) ?
TDP-43 yeast inh: 22.4µM*; PTHR1 agonist: 11.1%; GLP1R ag: 9.3%; pAkt inh: inactive; GLP-1R inv ag: inconclusive; FUS yeast rescue: 14.6%; Abeta yeast res: -51.1%[inhibitor]; aSyn yeast inh: -10.1%; DRD3 antagonist: 5.7

Results for CC(C)CCP(=O)(O)c1ccccc1 ?
TDP-43 yeast inh: -8.8%; PTHR1 agonist: inactive; GLP1R ag: -11.0%; pAkt inh: inactive; GLP-1R inv ag: 2.3%; FUS yeast rescue: 12.9%; Abeta yeast res: 23.3%; aSyn yeast inh: 0.7%; DRD3 antagonist: 9.7

How did CC(Cc1ccccc1)NC(=O)Cc1ccc(N(C)C)cc1 (centres undefined) do in these assays?
TDP-43 yeast inh: 17.8%; PTHR1 agonist: inactive; GLP1R ag: -4.1%; pAkt inh: inactive; GLP-1R inv ag: inconclusive; FUS yeast rescue: -5.1%; Abeta yeast res: 21.2%; aSyn yeast inh: 4.5%; DRD3 antagonist: 4.0

What do the screens show for `CCOc1cccc(=NC2CCCCC2)c2c(C)n(C)c(C)c12`?
TDP-43 yeast inh: 7.8%; PTHR1 agonist: -31.9%[inhibitor]; GLP1R ag: -13.5%; pAkt inh: inactive; GLP-1R inv ag: 10µM*; FUS yeast rescue: 5.1%; Abeta yeast res: 0.4%; aSyn yeast inh: -12.9%; DRD3 antagonist: 3.3

How did Cc1cc(NC(=O)COC(=O)c2c(C)nn(Cc3ccccc3)c2Cl)no1 do in these assays?
TDP-43 yeast inh: 28.9%; PTHR1 agonist: -2.4%; GLP1R ag: 6.9%; pAkt inh: inactive; GLP-1R inv ag: -16.9%; FUS yeast rescue: 39.1%; Abeta yeast res: -3.3%; aSyn yeast inh: -0.4%; DRD3 antagonist: -7.3

How did COc1cc(OC)c(OC)cc1CNCCc1cccc(F)c1 do in these assays?
TDP-43 yeast inh: 9.7%; PTHR1 agonist: inactive; GLP1R ag: 6.5%; pAkt inh: inactive; GLP-1R inv ag: -17.5%; FUS yeast rescue: -33.5%; Abeta yeast res: 0.6%; aSyn yeast inh: -10.4%; DRD3 antagonist: -8.8

How did O=c1[nH]c(O)c(N=Nc2ccc3c(c2)OCCO3)c(=O)[nH]1 do in these assays?
TDP-43 yeast inh: -3.8%; PTHR1 agonist: -45.3%; GLP1R ag: -3.7%; pAkt inh: inactive; GLP-1R inv ag: inconclusive; FUS yeast rescue: 28.4%; Abeta yeast res: -8.9%; aSyn yeast inh: -5.4%; DRD3 antagonist: -22.5

What do the screens show for `O=C1CN=C(c2ccccc2F)c2cc(Cl)ccc2N1`?
TDP-43 yeast inh: 12.1%; PTHR1 agonist: -2.0%; GLP1R ag: -4.2%; pAkt inh: inactive; GLP-1R inv ag: 4.7%; FUS yeast rescue: -16.7%; Abeta yeast res: 1.3%; aSyn yeast inh: 5.3%; DRD3 antagonist: 23.4

How did O=C(NCC1=C(c2cccc3ccccc23)C[C@@H]2CC[C@H]1N2Cc1ccco1)c1ccc([N+](=O)[O-])cc1 do in these assays?
TDP-43 yeast inh: 0.4%; PTHR1 agonist: 22.1%; GLP1R ag: -5.1%; pAkt inh: inactive; GLP-1R inv ag: 3.55µM*; FUS yeast rescue: 14.8%; Abeta yeast res: 3.5%; aSyn yeast inh: -2.8%; DRD3 antagonist: inconclusive

How did O=c1[nH]c(CN2CC=C(c3ccccc3)CC2)nc2scc(-c3cccs3)c12 do in these assays?
TDP-43 yeast inh: 28.4%; PTHR1 agonist: inactive; GLP1R ag: -1.3%; pAkt inh: inactive; GLP-1R inv ag: -29.5%; FUS yeast rescue: inconclusive; aSyn yeast inh: 0.6%; DRD3 antagonist: 2.7

What do the screens show for `CN1CCN(S(=O)(=O)c2cnc(Cl)c(Br)c2)CC1`?
TDP-43 yeast inh: 2.8%; PTHR1 agonist: -6.3%; GLP1R ag: -10.7%; pAkt inh: inactive; GLP-1R inv ag: 24.1%; FUS yeast rescue: 13.3%; Abeta yeast res: 16.7%; aSyn yeast inh: 2.6%; DRD3 antagonist: -0.1

How did CC(=O)N1CC(=O)Nc2ccc(Cl)cc2C1c1ccc(F)cc1 (centres undefined) do in these assays?
TDP-43 yeast inh: -7.3%; PTHR1 agonist: -60.6%[inhibitor][57.5 µM]; GLP1R ag: 2.7%; pAkt inh: inactive; GLP-1R inv ag: 3.1%; FUS yeast rescue: 6.9%; Abeta yeast res: 5.4%; aSyn yeast inh: 4.5%; DRD3 antagonist: -2.2

How did Cc1nn(Cc2ccccc2)c(Cl)c1C(=O)NC1CCCc2ccccc21 (centres undefined) do in these assays?
TDP-43 yeast inh: inconclusive; PTHR1 agonist: -30.1%[inhibitor]; GLP1R ag: 9.4%; pAkt inh: inactive; GLP-1R inv ag: inconclusive; FUS yeast rescue: 30.6%; Abeta yeast res: 16.8%; aSyn yeast inh: -4.4%; DRD3 antagonist: -7.4

What do the screens show for `c1ccc(N2CCN(c3ncnc4c3nc3n4CCCC3)CC2)cc1`?
TDP-43 yeast inh: inconclusive; PTHR1 agonist: -42.8%[inhibitor]; GLP-1R inv ag: -20.4%; FUS yeast rescue: 8.1%; Abeta yeast res: -15.4%

How did CCC(=O)O[C@@H]1[C@@H](OC(C)=O)[C@@]2(O)C(C[C@H](O)C2(C)C)[C@](C)(O)[C@H]2CC[C@@H]3[C@@H](O)[C@]12C[C@@]3(C)O (some centres undefined) do in these assays?
TDP-43 yeast inh: 14.0%; PTHR1 agonist: -11.1%; GLP1R ag: 3.6%; pAkt inh: inactive; GLP-1R inv ag: 8.7%; FUS yeast rescue: -35.7%; Abeta yeast res: -6.1%; aSyn yeast inh: -4.7%; DRD3 antagonist: -24.7

High-throughput results from PubChem BioAssay.
